Screening results as filed in PubChem BioAssay.
SKKanGAS inh: S. pyogenes SKKanGAS growth inhibitors in kanamycin, primary screen, streptokinase expression inhibitor project, SKKanGAS strain, BacTiter-Glo luminescence. actives 1.3% (n = 300,000). 6 h. inhibition, % at 7.5 µM;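 active = mean replicate score, as percent of positive control median, at least 50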;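 also: strain carries kanamycin resistance gene driven by streptokinase promoter and grows in 40 µg/ml kanamycin; loss of luminescence reflects streptokinase promoter inhibition or plain growth inhibition; 0% = median of DMSO wells and 100% = positive control at its reference dose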
RGS4 act: RGS4 potentiators or activators, primary screen, cell-based, HEK293 M3R inducible RGS4, calcium flux. actives 0.92% (n = 310,000). AID 463111, 2010. B-score at 10 µM. carbachol calcium flux Fluo4; hits give low values;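 active = B-score of the integrated calcium signal more than 4 SD below the library mean, with starting fluorescence not abnormally high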;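 also: negative B-score means reduced calcium response which marks RGS4 activation or potentiation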
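test system = M3R-expressing HEK293 line, RGS4 induced by doxycycline | probe or stimulus = carbachol at ECmax as muscarinic agonist stimulus | timing = dye loading 30 min 37 °C, buffer rest 30 min RT | signal = calcium dye Fluo4 fluorescence | evaluation = B score from integrated fluorescence ratio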
ANO1 block: TMEM16A chloride channel inhibitors, primary screen, cell-based, HTS | Anoctamin-1 (Mus musculus), Q8BHY3 | normalized B-score (activity score, 25-100; higher = stronger inhibition) at 10 µM | actives 1.2% (n = 310,000) | HEK293 TMEM16A/YFP iodide influx fluorescence, ionomycin | AID 588511, 2011;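 active = ratio plate-corrected score three or more library SD toward inhibition, starting fluorescence score within five deviations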;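 also: score derived from kinetic fluorescence span divided by baseline fluorescence per well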
HDAC3 inhib: HDAC3 deacetylase inhibitors, primary screen, biochemical, fluorescence, cell-free homogeneous. recombinant HDAC3, fluorogenic peptide/trypsin coupled. inhibition, % at 8.3 µM. actives 0.15% (n = 320,000); in the data active = inhibition above about 26%, passing the limit was not always enough
MrgX1 PAM: positive allosteric modulators of MrgX1, primary screen, HEK293 cells, Fluo-4 calcium flux | Mas-related G-protein coupled receptor member X1 (Homo sapiens), Q96LB2 | FDSS; hits give high values | B-score at 10 µM | actives 0.63% (n = 310,000) | AID 588675, 2011;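 active = plate-corrected calcium response at least 3 library SD above typical, normal starting fluorescence, not activating the receptor alone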;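 also: compound read alongside a low EC10 to EC30 dose of BAM8-22 agonist; peak minus trough fluorescence over baseline measured at the second addition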
MrgX1 antagonist: antagonists of human MrgX1 receptor, primary screen, HEK293 cells, Fluo-4 calcium flux | BAM8-22 antagonism; hits give low values | B-score at 10 µM | actives 1.3% (n = 310,000);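 active = calcium-response B-score plate-corrected more than 3 library SD below zero, starting fluorescence within 5 deviations, no agonist response on first addition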;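 also: peak minus trough fluorescence over baseline after final BAM8-22 challenge near maximal dose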
TRPC6 act: mouse TRPC6 channel activators, primary screen, cell-based, HEK293, membrane potential dye; actives 0.13% (n = 310,000); AID 2550, 2010; HEK293-TRPC6 membrane potential dye fluorescence; hits give high values; B-score at 10 µM; Short transient receptor potential channel 6 (Mus musculus), Q61143;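 active = B-score of the integrated fluorescence ratio above library mean plus 3 SD, and starting fluorescence ratio within library mean plus 5 SD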;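 also: higher score means more depolarization so channel activation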
Target sequence (Q61143 whole entry, looked up): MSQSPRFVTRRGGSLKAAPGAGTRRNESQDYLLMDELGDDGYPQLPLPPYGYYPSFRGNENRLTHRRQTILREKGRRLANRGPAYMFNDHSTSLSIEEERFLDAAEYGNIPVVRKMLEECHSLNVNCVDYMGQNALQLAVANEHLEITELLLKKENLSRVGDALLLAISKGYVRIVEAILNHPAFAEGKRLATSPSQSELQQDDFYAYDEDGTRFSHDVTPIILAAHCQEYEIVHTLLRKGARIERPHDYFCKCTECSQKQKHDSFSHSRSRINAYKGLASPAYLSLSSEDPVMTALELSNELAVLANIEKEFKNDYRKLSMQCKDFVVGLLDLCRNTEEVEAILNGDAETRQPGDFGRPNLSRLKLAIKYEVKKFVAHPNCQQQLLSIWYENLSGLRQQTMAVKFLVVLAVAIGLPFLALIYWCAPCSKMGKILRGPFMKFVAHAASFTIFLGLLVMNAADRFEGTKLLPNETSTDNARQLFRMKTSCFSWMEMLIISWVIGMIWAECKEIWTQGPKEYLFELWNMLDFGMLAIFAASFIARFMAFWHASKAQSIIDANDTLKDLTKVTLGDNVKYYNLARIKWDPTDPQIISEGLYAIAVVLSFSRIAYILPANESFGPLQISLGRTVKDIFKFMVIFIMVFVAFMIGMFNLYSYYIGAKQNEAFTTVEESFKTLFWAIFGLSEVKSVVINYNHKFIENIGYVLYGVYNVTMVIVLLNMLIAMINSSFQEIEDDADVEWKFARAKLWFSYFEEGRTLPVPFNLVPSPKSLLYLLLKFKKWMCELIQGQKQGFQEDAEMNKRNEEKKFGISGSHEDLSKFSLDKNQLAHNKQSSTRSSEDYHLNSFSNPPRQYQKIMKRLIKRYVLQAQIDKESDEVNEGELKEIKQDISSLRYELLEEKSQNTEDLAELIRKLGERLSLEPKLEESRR
TRPC6 inh: mouse TRPC6 channel inhibitors, primary screen, cell-based, HEK293, membrane potential dye | B-score at 10 µM | ACh-evoked depolarization; hits give low values | actives 1.1% (n = 310,000) | AID 2553, 2010 | Short transient receptor potential channel 6 (Mus musculus), Q61143;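 active = B-score under library mean minus 3 SD, initial fluorescence not abnormally high, positive integrated signal ratio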;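 also: B-score derived from integrated fluorescence ratio over the kinetic read; more negative B-score means stronger inhibition of depolarization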
MrgX1 ag: agonists of human MrgX1 receptor, primary screen, HEK293 cells, Fluo-4 calcium flux | Fluo-4 calcium fluorescence, agonist mode; hits give high values | actives 0.44% (n = 310,000) | Mas-related G-protein coupled receptor member X1 (Homo sapiens), Q96LB2 | B-score at 10 µM;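 active = calcium response B-score plate-corrected fluorescence ratio at least 3 library SD, with starting fluorescence B-score inside 5 SD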
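Test system: Stable human MrgX1 HEK293 cell line | Schedule: Overnight plating before 1 h dye loading | Read-out basis: Baseline-normalised fluorescence change ratio, B-scored | Detection: Kinetic calcium dye fluorescence, Fluo-4 NW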
RGS4 block: RGS4 inhibitors, primary screen, cell-based, HEK293 M3R inducible RGS4, calcium flux; Regulator of G-protein signaling 4 (Homo sapiens), P49798; actives 0.45% (n = 310,000); AID 463165, 2010; Fluo-4 calcium flux; hits give high values; triggered by carbachol at its EC20; B-score at 10 µM;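 active = B-score, a plate-corrected calcium signal, over three deviations above library mean, with baseline fluorescence within five deviations of library mean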;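 also: RGS4 expression induced by doxycycline in cells with stable M3 receptor; B-score is computed from the integrated fluorescence ratio over baseline after carbachol; higher B-score means a larger calcium signal and so more RGS4 inhibition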
Target sequence (P49798 whole entry, looked up): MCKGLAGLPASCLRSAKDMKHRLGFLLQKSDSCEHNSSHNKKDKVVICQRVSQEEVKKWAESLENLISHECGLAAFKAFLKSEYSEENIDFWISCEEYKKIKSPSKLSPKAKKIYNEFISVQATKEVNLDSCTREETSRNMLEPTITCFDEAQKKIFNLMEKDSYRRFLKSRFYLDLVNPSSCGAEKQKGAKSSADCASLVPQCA
TMEM16A act: TMEM16A chloride channel activators or potentiators, primary screen, cell-based, HTS; Anoctamin-1 (Mus musculus), Q8BHY3; HEK293 TMEM16A/YFP-H148Q/I152L, iodide quench fluorescence; hits give low values; B-score at 10 µM; actives 0.3% (n = 340,000); AID 623877, 2012;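 active = fluorescence-ratio B-score plate-corrected deviation score at least 3 library SD below zero, with starting fluorescence score within 5 deviations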;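 also: channel opened by trigger with iodide after compound preincubation; score built on the fluorescence ratio of max minus min over baseline; more negative score means more quench and so TMEM16A activation or potentiation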
Starred values were filed as active, the others as inactive; i = inactive; / = not tested or not shown.

SMILES	SKKanGAS inh	RGS4 act	ANO1 block	HDAC3 inhib	MrgX1 PAM	MrgX1 antagonist	TRPC6 act	TRPC6 inh	MrgX1 ag	RGS4 block	TMEM16A act
CSCCC(/C(O)=C(\C#N)c1nc2ccccc2[nH]1)N1C(=O)c2ccccc2C1=O (stereo not drawn)	/	/	i	-7.9	i	i	/	/	i	/	i
O=C(Nc1nnc(-c2ccc3c(c2)OCCO3)o1)C1CCCCC1	-0.1	i	i	-1.6	i	i	i	i	i	8.41*	i
O=C(CNS(=O)(=O)c1ccc(F)cc1)N1CCCC1	-1.7	i	i	-2.2	i	i	i	i	i	i	i
COCCCN1C(=O)C(=O)/C(=C(/O)c2ccc(S(=O)(=O)N3CCCCC3)cc2)C1c1ccc(OC)cc1 (stereo not drawn)	0.7	i	i	2.5	i	i	i	i	i	i	i
O=C(CCN1C(=O)c2ccccc2S1(=O)=O)N1CCN(c2cccc(Cl)c2)CC1	-7.5	i	i	-6.8	i	i	i	i	i	i	i
C#CCOCCOCCOCCNc1nc(N2CCN(C(=O)[C@H](CCCCN)n3cc([C@@H](N)C(C)CC)nn3)CC2)nc(N2CCN(C(=O)[C@H](Cc3ccc(O)cc3)n3cc([C@@H](N)CC(C)C)nn3)CC2)n1 (stereo partly drawn)	-3.6	i	i	-5.4	i	i	i	i	i	i	i
Cn1c(SCC(=O)NCc2ccccc2)nc2c([nH]c3ccccc32)c1=O	-4.2	i	i	-1.6	i	i	i	i	i	i	/
O=C(NC(=S)Nc1cccc2cc(O)ccc12)c1ccccc1Br	17.3	i	i	-5.5	i	i	i	i	i	i	i
CCOC(=O)CN1C(=O)S/C(=C\c2ccc(-c3ccc(C(=O)O)c(Cl)c3)o2)C1=O	25.5	i	i	9.2	i	i	i	i	i	i	i
COC(=O)c1sc2nc(C)nc(SCC(=O)C(C)(C)C)c2c1C	27.6	i	i	-4.2	i	i	i	i	i	i	i
Cc1onc(-c2ccccc2)c1C(=O)OCC(=O)NC(=O)c1ccccc1	0.6	i	i	-5.3	i	i	i	i	i	i	i
CCOCc1nnc(NC(=O)CS(=O)(=O)c2ccc(C)cc2)s1	2.2	i	i	-5.0	i	i	i	i	i	i	i
C=CCC1c2cccc(C(=O)O)c2C(=O)N1c1ccc(Cl)cc1 (stereo not drawn)	4.9	i	i	12.4	i	i	i	i	i	i	i
CCOC(=O)C(=O)c1c(-c2ccc(C)cc2)nc2ccccn12	-8.3	i	i	8.8	i	i	i	i	i	i	i
Cc1oc(-c2nc3ccccc3n2C)cc1C(=O)c1ccccc1	16.3	i	i	8.2	i	i	i	i	i	i	i
Cc1ccc2c(c1)c(C)c(C)n2CC(O)Cn1nc(C)c(Br)c1C (stereo not drawn)	58.8*	i	i	10.4	i	i	i	i	i	i	i
COCC1=C(C(=O)OC(C)OC(=O)OC(C)C)N2C(=O)[C@@H](NC(=O)/C(=N\OC)c3csc(N)n3)[C@H]2SC1 (stereo partly drawn)	101.8*	i	i	2.3	i	i	i	i	i	i	i
CCOc1ccccc1CNC(=O)CCCn1ccc2cc(S(=O)(=O)N3CCCC3)ccc21	2.0	i	i	13.1	i	i	i	i	i	i	i
CC(NS(=O)(=O)c1ccc2c(c1)C(C)(C)C(=O)N2C)c1ccccc1 (stereo not drawn)	3.2	i	i	-1.7	i	i	i	i	i	i	i
O=C(N/N=C\c1cn[nH]c1-c1ccccc1)c1cccs1	3.4	i	i	4.8	i	i	i	i	i	i	i
CS(=O)(=O)N(CC(=O)NC1CCCC1)Cc1ccc(F)cc1	-5.5	i	i	-5.0	i	i	i	i	i	i	i
COc1ccc(C)cc1NC(=O)Nn1cnnc1	-0.4	i	i	-6.4	i	i	i	i	i	i	i
COc1ccc(NS(=O)(=O)c2ccc(SC)cc2)c(OC)c1	-4.0	i	i	0.4	i	i	i	i	i	i	i
Cc1coc2cc3oc(=O)c(CCC(=O)N4C[C@H]5C[C@@H](C4)c4cccc(=O)n4C5)c(C)c3cc12	-2.4	i	i	-2.9	i	i	i	i	i	i	i
CCn1c(SCC(=O)c2ccc(Br)cc2)nnc1C(C)NC(=O)Cc1ccc(OC)cc1 (stereo not drawn)	6.0	i	i	/	i	i	i	i	i	i	i

More records.
SMILES	SKKanGAS inh	RGS4 act	ANO1 block	HDAC3 inhib	MrgX1 PAM	MrgX1 antagonist	TRPC6 act	TRPC6 inh	MrgX1 ag	RGS4 block	TMEM16A act
COc1ccc(OC)c(C2=NOC(C(=O)NCc3cccs3)C2)c1 (stereo not drawn)	-9.0	i	i	0.6	i	i	i	i	i	i	i
Cc1ccc(N(CC(=O)NCc2ccco2)C(=O)CNS(=O)(=O)c2ccc(F)cc2)c(C)c1	1.5	i	i	1.2	i	i	i	i	i	i	i
CCC(C)NC(=O)Nc1ccc(Br)cc1Cl (stereo not drawn)	0.1	i	i	-5.0	i	i	i	i	i	i	i
CCC(CC)c1nnc(NC(=O)CCc2ccc(OC)cc2)s1	10.4	i	i	-0.7	i	i	i	i	i	i	i
Cc1ccc(CNc2nc(C)c(C(=O)N(C)C)s2)cc1	-0.8	i	i	-3.8	i	i	i	i	i	i	i
Cn1c(Cc2ccccc2)nnc1SCc1ccc(C(=O)O)cc1	1.8	i	i	-1.0	i	i	i	i	i	i	i
CCOC(=O)C1CCCN(C(=O)c2ccc([N+](=O)[O-])c(C)c2)C1 (stereo not drawn)	5.9	i	i	-3.7	i	i	i	i	i	i	i
COc1cc(C(O)P(=O)(OC(C)C)c2ccc(N(C)C)cc2)cc(OC)c1OC (stereo not drawn)	-3.1	i	i	-6.7	i	i	i	i	i	i	i
CS(=O)(=O)N(CC(=O)N1CCCC1)c1ccc(OCc2ccccc2)cc1	8.1	i	i	1.7	i	i	i	i	i	i	i
Cc1ccc(OCc2cc(C(=O)N3CCCC(O)C3)no2)cn1 (stereo not drawn)	-0.5	i	i	4.5	i	i	i	i	i	i	i
CC(=O)c1sc(NC(=O)CCS(=O)(=O)c2ccc(C)cc2)nc1C	-9.1	i	i	0.0	i	i	i	i	i	i	i
Cc1cccc2sc(N3CCN(C(=O)C4COc5ccccc5O4)CC3)nc12 (stereo not drawn)	-3.0	i	i	/	i	i	i	i	i	i	i
CCOC(=O)c1cc2c(=O)n3ccccc3nc2n(Cc2ccccc2)c1=N	-0.9	i	i	-46.0	i	i	i	-7.88*	i	i	i
CCN(CC)C(=O)CN1C(=O)NC2(CCc3ccccc3C2)C1=O (stereo not drawn)	1.9	i	i	3.6	i	i	i	i	i	i	i
N=C1/C(=C\c2ccc(-c3cc(Cl)cc(Cl)c3)o2)C(=O)N=C2SC=C(c3ccccc3)N12	6.0	i	i	-6.3	i	i	i	i	i	i	i
Cc1ccn2c(NC(=O)c3cccs3)c(-c3ccccc3)nc2c1	3.6	i	i	3.1	i	i	i	i	i	i	i
CCOc1ccc(NC(=O)CS(=O)CC(=O)N(CC(=O)NC(C)(C)C)C2CCCC2)cc1 (stereo not drawn)	-1.3	i	i	-15.7	i	i	i	i	i	i	i
CNc1nccc(-c2ccc(Cl)cc2)c1C#N	-9.2	i	i	-23.9	i	i	i	i	i	i	i
COc1ccc(NC(=O)N2CCN(S(=O)(=O)c3ccc(F)cc3)CC2)c(OC)c1	2.4	i	i	-0.2	i	i	i	i	i	i	i
CCOCCOC(=O)C1=C(C)N(C)C(=O)NC1c1cc(Cl)c(O)c(OCC)c1 (stereo not drawn)	-3.2	i	i	0.7	i	i	i	i	i	i	i
O=C(CSc1nnnn1Cc1ccccc1)N1CCN(c2ccccc2)CC1	-21.1	i	i	4.7	i	i	i	i	i	i	i
CC1Sc2ccc(S(=O)(=O)CCC(=O)NCc3cccs3)cc2NC1=O (stereo not drawn)	-4.2	i	i	1.9	i	i	i	i	i	i	i
CCN(CC)S(=O)(=O)c1ccc2c(c1)nc(SCC(=O)N1CCCCCC1)n2-c1ccc(OC)cc1	9.8	i	i	-4.2	i	i	i	i	i	i	i
Cc1ccc(/C=C/C(=O)N2CCN(c3ncccn3)CC2)o1	10.7	i	i	-2.8	i	i	i	i	i	13.9*	i
CC(C)(C)c1ccc(-c2noc(-c3ccno3)n2)cc1	15.4	i	i	10.6	i	i	i	i	i	i	i

Following part:
SMILES	SKKanGAS inh	RGS4 act	ANO1 block	HDAC3 inhib	MrgX1 PAM	MrgX1 antagonist	TRPC6 act	TRPC6 inh	MrgX1 ag	RGS4 block	TMEM16A act
CCn1cc(CN2CCCC(CNC(=O)COc3ccccc3OC)C2)c(C)n1 (stereo not drawn)	-0.1	i	i	-0.5	i	i	i	i	i	i	i
Cn1cc([N+](=O)[O-])c(C(=O)N(Cc2ccccc2)Cc2ccccc2)n1	0.3	i	i	3.1	i	i	i	i	i	i	i
Clc1ccc(SCc2nc3ccccc3[nH]2)cc1	-2.2	i	i	0.2	i	i	i	i	i	i	i
O=C(Cn1nc(-c2ccccc2)ccc1=O)NCCCN1CCOCC1	1.0	i	i	-1.1	i	i	i	i	i	i	i
CCOC(=O)C1CCCN(C(=O)c2cn(C)c(=O)c3cc(OC)c(OC)cc23)C1 (stereo not drawn)	-1.8	i	i	-5.8	i	i	i	i	i	i	i
O=C(O)c1cn[nH]c1-n1cnnn1	-2.2	i	i	-4.0	i	i	i	i	i	i	i
COc1ccc(C(=O)NNC(=O)C2CC=CCC2)cc1 (stereo not drawn)	6.5	i	i	4.3	i	i	i	i	i	i	i
Cn1cc(CCC(=O)N2CCCC(Nc3ccc(F)cc3)C2)cn1 (stereo not drawn)	-4.3	i	i	0.7	i	i	i	i	i	i	i
COC(CNC(=O)C(=O)Nc1ccc2c(c1)N(S(=O)(=O)c1cccs1)CCC2)OC	49.2	i	i	-3.9	i	i	i	i	i	i	i
